Compound activity (PubChem BioAssay)
B2AR arrestin: agonists driving beta-arrestin recruitment to human beta2-adrenergic receptor | P07550 | beta-arrestin recruitment to beta2AR, cell-based reporter | Potency, µM (top dose mostly 46.1 µM), without a hit: top-dose activation, hits mostly activators | hit rate 0.02% among 330,000;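 also: potency is read from the fitted curve at half-maximal effect; 0% = DMSO controls and full agonism = EC100 isoproterenol or metaproterenol; nearly all actives have a fitted effect of over 65% in size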
TSHR antagonist: antagonists of human thyroid stimulating hormone receptor; P16473; TSHR-expressing cells, TSH-stimulated cAMP HTRF, 2 h; hits give low values; activity change, negative = inhibition, % at 11.5 µM; hit rate 0.2% among 330,000;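 active = activity change below a set negative limit, meaning inhibition stronger than a set level, cut at about -70% in these data; inconclusive = activity change between two set negative limits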; also: % is scaled to controls: 0 for no effect and ±100 for the full control effect
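TSHR-expressing cells, 200/well, pre-treated with compound, then stimulated with EC80 TSH (4nM final) for 2 hours at 37 deg C. cAMP measured by competitive HTRF: anti-cAMP cryptate antibody in lysis buffer plus cAMP-d2, read after 30 minutes at room temperature.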
ELG1 DNA repair: inhibitors of ELG1-dependent DNA repair in HEK293T cells; Potency, µM (titrated, usually from 46.1 µM), for the others: top-dose activity change, negative = inhibition, actives largely listed as inhibitors; AID 504467; HEK293T ELG1-luciferase reporter, luminescence, 16 h; DNA damage induced by 5-fluorouridine; hit rate 2.3% among 330,000; also: potency is read from the fitted curve at half-maximal effect; % is scaled to controls: 0 for no effect and ±100 for the full control effect; nearly all actives have a fitted effect of over 55% in size
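HEK293T cells expressing luciferase-tagged ELG1 (2,000/well) received 5-Fluorouridine plus compound or DMSO for 16 hr at 37 °C. Luciferase was read by ONE-Glo luminescence after 30 min at room temperature.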
TSG101-PTAP inh: blocks PTAP/TSG101 interaction to inhibit HIV-1 budding | Q99816 | Fluorescence polarization, FITC-PTAP peptide / Tsg101 binding | Potency, µM (highest dose often 115 µM), inactives show at the top dose activity change, negative = inhibition, usual class: inhibitors | 340,000 tested, under 10 active | AID 493005; active = well fitted inhibition curve with a large enough effect in the main read-out, with a control signal flat, not every such curve was filed as active; inconclusive = small, poorly fitted or top-dose-only effect, or effect the other way, or a change in a side signal; inactive = no such curve, though single readings can be large or run the other way; also: potency is read from the fitted curve at half-maximal effect; % of control where 0% means no effect
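Fluorescence polarization binding of Tsg101 binding domain (10 uM final) to FITC-labeled PTAP peptide (50 nM final) in HEPES pH 7.5 buffer with NaCl, Tween 20, EDTA, TCEP. Compounds added before peptide; binding 20 min at RT.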
TCR activator: activates T cell receptor signaling; primary human leukocytes, anti-CD3, IL-2 HTRF, 48 h; Potency, µM (top dose mostly 9.22 µM), for the others: top-dose activation of IL-2 secretion, hits mostly activators; 330,000 tested, under 10 active; also: % of control where 0% means no effect
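Readout: HTRF IL-2, Eu-cryptate/d2 antibody pair, 320nm excitation, 665nm emission. Stimulus: a-CD3 beads, no co-stimulation. Cells: primary human leukocytes. Exposure: 48 hr with compound.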
Tb PFK inh: blocks T. brucei phosphofructokinase. T. brucei PFK, ADP-Glo luminescence. Potency, µM (doses to about 57.5 µM), for the others: at the highest dose activity, negative = inhibition, actives largely listed as inhibitors. hit rate 0.17% among 330,000. AID 485367;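 also: potency is read from the fitted curve at half-maximal effect; 0% = uninhibited 1x PFK enzyme wells and -100% = no-enzyme wells; nearly all actives have a fitted effect of over 60% in size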
Target sequence (O15648 whole entry, looked up): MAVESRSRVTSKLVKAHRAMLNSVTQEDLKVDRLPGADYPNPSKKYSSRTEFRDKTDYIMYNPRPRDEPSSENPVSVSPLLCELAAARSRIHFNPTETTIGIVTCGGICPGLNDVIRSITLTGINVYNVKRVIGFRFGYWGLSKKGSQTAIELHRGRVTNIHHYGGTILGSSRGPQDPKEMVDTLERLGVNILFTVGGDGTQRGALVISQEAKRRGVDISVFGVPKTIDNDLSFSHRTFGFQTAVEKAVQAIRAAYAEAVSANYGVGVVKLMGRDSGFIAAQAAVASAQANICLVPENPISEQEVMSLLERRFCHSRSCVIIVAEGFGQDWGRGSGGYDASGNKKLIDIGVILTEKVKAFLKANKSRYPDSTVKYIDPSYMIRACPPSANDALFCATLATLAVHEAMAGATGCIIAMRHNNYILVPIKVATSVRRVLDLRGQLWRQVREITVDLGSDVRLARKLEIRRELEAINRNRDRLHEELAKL
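In TEA buffer at pH 8.0 with 5 mM MgCl2, enzyme (1.25 nM) converted F6P (0.5 mM) and ATP (0.1 mM) for 45 min at room temperature. ADP product was read by luciferase luminescence.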
Chronic BCR inh: inhibitors of chronic active B-cell receptor signaling; ABC-DLBCL IkBa-CBG/CBR reporter, luminescence ratio, 4 h; Potency, µM (top dose mostly 46.1 µM), for inactives: top-dose ratio change, negative = lower green/red ratio, most hits filed as inhibitors; hit rate 0.05% among 340,000; AID 493014; active = well fitted inhibition curve with a large enough effect in the signal ratio, with a control signal flat, not every such curve was filed as active; inconclusive = small, poorly fitted or top-dose-only effect, or effect the other way, or a change in a side signal; the % refers to the signal ratio;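 also: potency is read from the fitted curve at half-maximal effect; plate controls were basal doxycycline-induced cells for no effect and cells given 10 µM MG132 for full effect; MG132 reads +100%, hits lower the ratio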
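Compounds up to 46 uM were incubated four hours with TMD8 cells whose green CBG68 luciferase is fused to IkappaBalpha; red CBR luminescence normalised the signal, and concentration-effect curves were fitted to fusion, red and ratio data.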
uPA generation: cell surface uPA generation inhibition; cell surface uPA generation assay, qHTS; Potency, µM (titrated, usually from 38.3 µM), for the others: at the top dose activity change, negative = inhibition, actives largely listed as inhibitors; hit rate 0.31% among 330,000; AID 540303; active = well fitted inhibition curve with a large enough effect; inconclusive = small, poorly fitted or top-dose-only effect; inactive = no such curve, though single readings can be large or run the other way; tested in mouse RAW 264.7 cells; also: potency is read from the fitted curve at half-maximal effect; % is scaled to controls: 0 for no effect and ±100 for the full control effect; nearly all actives have a fitted effect of over 55% in size
Eya2 phos inh: Eya2 (human) phosphatase inhibition | O00167 | recombinant Eya2, OMFP fluorescence dephosphorylation (OMFP is methylfluorescein phosphate) | Potency, µM (doses to about 76.9 µM), without a hit: at the top dose activity, negative = inhibition, most hits filed as inhibitors | hit rate 0.006% among 330,000 | AID 488837; also: potency is read from the fitted curve at half-maximal effect; % is scaled to controls: 0 for no effect and ±100 for the full control effect
Target sequence (O00167 whole entry, looked up): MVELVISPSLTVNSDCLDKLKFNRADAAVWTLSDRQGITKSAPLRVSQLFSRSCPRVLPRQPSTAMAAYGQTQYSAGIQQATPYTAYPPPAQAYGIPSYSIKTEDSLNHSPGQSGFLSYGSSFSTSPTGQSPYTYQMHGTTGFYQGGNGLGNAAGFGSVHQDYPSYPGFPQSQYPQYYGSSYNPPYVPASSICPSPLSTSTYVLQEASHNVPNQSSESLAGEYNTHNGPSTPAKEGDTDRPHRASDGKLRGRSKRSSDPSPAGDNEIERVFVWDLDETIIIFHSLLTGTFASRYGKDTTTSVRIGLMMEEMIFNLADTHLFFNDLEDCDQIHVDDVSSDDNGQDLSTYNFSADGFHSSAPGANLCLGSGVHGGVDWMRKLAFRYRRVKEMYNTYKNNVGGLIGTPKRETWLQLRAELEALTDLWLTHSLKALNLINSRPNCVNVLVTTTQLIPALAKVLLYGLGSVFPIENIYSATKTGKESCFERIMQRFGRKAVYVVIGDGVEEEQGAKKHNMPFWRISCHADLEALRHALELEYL
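Eya2 (0.2 uM) preincubated 10 min at ambient with compound, then OMFP substrate added at 50 uM; 10 min reaction in 50 mM HEPES pH 7.5, 50 mM NaCl, 5 uM MgCl2, 0.05% BSA, 1 mM DTT. Fluorescence read at Ex 485/Em 525 nm.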
USP2a block: USP2a (human) protease inhibition; Potency, µM (highest dose often 38.3 µM), for inactives: at the highest dose activity change, negative = inhibition, usual class: inhibitors; O75604; USP2 core, Ub-CHOP2 coupled fluorogenic reporter, 485/531; hit rate 0.01% among 330,000;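 also: potency is read from the fitted curve at half-maximal effect; plate controls were DMSO wells for no effect and full inhibition by NEM control for full effect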
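Deubiquitinase activity read as fluorescence (485/531 nm) after Ub-CHOP2 cleavage activates the enterokinase reporter on its substrate; USP2 core 10nM, Ub-CHOP2 and substrate 25nM each, 30min compound preincubation then 60min RT; data normalized to NEM, curves fitted.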
Mito fusion yeast: blocks mitochondrial division or promotes mitochondrial fusion | S. cerevisiae fusion-defective mutant growth rescue, CellTiterGlo 48 h | Potency, µM (top dose mostly 46.1 µM), inactives show at the top dose growth rescue (activation), hits mostly activators | hit rate 0.23% among 320,000 | AID 485298;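 also: potency is read from the fitted curve at half-maximal effect; % of control where 0% means no effect; nearly all actives have a fitted effect of over 45% in size; temperature-sensitive fusion mutants such as fzo1-1 at 37 °C on non-fermentable ethanol glycerol medium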
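Read-out: ATP-based luminescence (CellTiterGlo, 10 min ambient) reporting growth of fusion-defective ts yeast after 48 hours at 37C on glycerol/ethanol YPEG medium in the presence of compound.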
* hit, by the source's call; ? = inconclusive; nt = no result given; [ ] = dose if it differs, or a comment. Unless noted, calls follow the shape of the dose curve; as a rule, active = well fitted curve in the direction sought with a large enough effect; inconclusive = small, poorly fitted or top-dose-only effect, or another doubt; inactive = no such curve, though single readings can be large; an effect the other way counts as inactive or inconclusive.

smiles	B2AR arrestin	TSHR antagonist	ELG1 DNA repair	TSG101-PTAP inh	TCR activator	Tb PFK inh	Chronic BCR inh	uPA generation	Eya2 phos inh	USP2a block	Mito fusion yeast
Cc1cccc(NC(=O)c2ccccc2OCC(=O)c2ccc(F)cc2)c1	-3.0%	2	10%	-2%	-1%[46.1 µM]	0%	?	1%	1%	2%	4%
O=C(CN1C(=O)NC2(CCc3ccccc32)C1=O)Nc1ccccc1C(F)(F)F (configuration not stated)	0.5%	1	23%	-10%	6%	-2%	?	15%	8%	2%	-1%
[N-]=[N+]=NCCN1CCN(CCc2ccccc2)CCC1=O	-0.4%	11	3%	0%	0%	2%	-2%	1%	12%	1%	-1%
Oc1ccccc1C=NC(c1ccccc1)C(O)c1ccccc1 (configuration not stated)	0.0%	2	3%	-3%	-8%[46.1 µM]	-5%	3%	4%	-9%	7%	-2%
CCc1cccc(C)c1NC(=S)NCC1CCN(c2ccc(OC)cc2)C1 (configuration not stated)	0.2%	33	?	-4%	-11%	-1%	6%	1%	-11%	-4%	10%
CCc1ccc(OCc2ccc(C(=O)NCc3ccccn3)o2)cc1	0.0%	-3	?	-4%	-11%	-1%	-1%	-4%	1%	0%	-2%
CC1=CN2C(=N)/C(=C\c3cn(CCCOc4ccccc4)c4ccccc34)C(=O)N=C2S1	-0.8%	6	?	-4%	0%[46.1 µM]	0%	-6%	3%	-1%	5%	1%
Cc1ccccc1-n1c(Cc2cccs2)n[nH]c1=S	-0.3%	-15	15%	-1%	-4%	-6%	-7%	-4%	-5%	1%	-8%
CC(C)C(NS(=O)(=O)/C=C/c1ccccc1)C(=O)NCc1ccc(F)cc1 (configuration not stated)	-0.3%	-12	-5%	-1%	2%	-2%	8%	3%	-13%	0%	11%
Cc1ccc(-n2ncc3c2CC(C)(C)CC3NC(=O)Cc2c(C)noc2C)cc1 (configuration not stated)	-0.7%	5	?	-4%	-2%	0%	1%	0%	-11%	3%	5%
Oc1ccc(/C=N/Nc2ccc(C(F)(F)F)cn2)cc1O	0.0%	-8	?	-2%	7%	-2%	?	-8%	-6%	-10%	-7%
CC(=O)Nc1ccc2c(c1)nc1n2CCN(C(C)c2ccccc2)C1 (configuration not stated)	-0.2%	3	?	-5%	5%	-11%	0%	-1%	-3%	1%	2%
COC(=O)C(NC(=O)c1ccccc1)(Nc1nc(C)cs1)C(F)(F)F (configuration not stated)	-0.4%	-9	1%	1%	nt	4%	?	nt	6%	3%	1%
O=C(NCC1CCCO1)C1c2ccccc2Oc2ccccc21 (configuration not stated)	0.1%	-5	0%	-1%	7%	-2%	2%	-2%	4%	2%	-3%
COCCn1ccc(O)c(Cc2ccc(Cl)cc2)c1=O	-0.1%	2	9%	-2%	-3%	1%	-1%	3%	6%	0%	-5%
Cc1ccc2c(c1)c1c(c(=O)n(-c3ccccc3)c(=O)n1CC(=O)NCC1CCCO1)n2C (configuration not stated)	0.1%	6	-1%	-2%	-5%	-2%	1%	1%	7%	1%	2%
Cc1nnc(Cn2cnc3c2c(=O)n(C)c(=O)n3C)o1	-0.4%	5	16%	-1%	0%	-1%	12%	9%	9%	2%	1%
CCOC(=O)c1c(NC(=O)c2ccccc2C(=O)O)sc2c1CCCC2	-1.1%	1	2%	-5%	nt	1%	6%	-3%	11%	1%	6%
CC1=NN(c2ccc(C(=O)O)cc2)C(=O)/C1=C/c1ccc(-c2ccccc2F)o1	-0.2%	1	?	nt	nt	-9%	?	nt	-2%	4%	9%
Cc1ccc(S(=O)(=O)/C(C#N)=C/c2c(N3CCN(Cc4ccccc4)CC3)nc3ccccn3c2=O)cc1	-0.1%	-13	-27%	3%	-5%	-1%	19%	-3%	-7%	2%	2%
CCn1cc(NC(=O)Nc2ccccc2C(=O)OC)c(C(N)=O)n1	0.2%	2	-7%	-6%	nt	1%	-1%	nt	-5%	0%	-2%
CC(C)C(NC(=O)CSCc1ccc([N+](=O)[O-])cc1)C(C)C	-0.2%	27	-7%	-2%	0%[46.1 µM]	?	?	-4%	4%	-3%	10%
CN1C(=O)OC2(C)CCc3ccccc3C12C (configuration not stated)	-0.1%	8	2%	-6%	0%	-2%	1%	nt	-10%	3%	2%
O=C(COc1ccc(Br)cc1)N(Cc1ccco1)C1CCS(=O)(=O)C1 (configuration not stated)	-0.2%	-15	0%	-9%	-1%	3%	0%	-3%	1%	4%	0%
COc1ccc(OCc2nc3c4c(ncn3n2)-c2ccccc2CC42CCCC2)cc1	-0.2%	-7	-27%	-1%	4%[46.1 µM]	3%	3%	2%	-9%	4%	-2%
CCC1CCc2c(sc(NC(=O)c3cccnc3)c2C(N)=O)C1 (configuration not stated)	-1.9%	-4	?	0%	13%	-1%	20%	0%	-3%	1%	-3%
COC(=O)C(CC(C)C)NC(=O)c1ccc(F)cc1 (configuration not stated)	-0.3%	-13	?	-5%	2%	0%	5%	3%	1%	0%	1%
O=C(Nc1cc(S(=O)(=O)N2CCCCC2)ccc1Cl)c1ccncc1	0.0%	17	5%	-3%	-6%	8%	0%	0%	11%	0%	5%
CC1(C)SCC(C(=O)O)NC1=O (configuration not stated)	0.1%	24	2%	-3%	-2%	-2%	7%	0%	-7%	-1%	-8%
COc1cc(S(=O)(=O)Nc2ccccc2N2CCCCC2)ccc1NC(C)=O	0.3%	-9	0%	0%	-6%	-7%	-1%	?	0%	-1%	1%
COc1ccc(Cl)cc1NC(=O)CN(C)C(=O)c1sccc1-c1ccccc1	0.0%	-13	nt	-2%	17%	2%	?	7%	18%	-8%	?
Cc1nc2ccccc2n1CC(O)COc1ccccc1Cl (configuration not stated)	0.1%	-17	?	-1%	5%	-1%	-3%	-15%	13%	2%	5%
O=C(c1ccccc1)N1CCCN(c2nccc(C(F)(F)F)n2)CC1	-0.5%	1	1%	-5%	12%	-1%	-8%	1%	-6%	4%	-1%
Cc1cccc(NC(=O)C[n+]2cccc(C)c2)c1	0.4%	1	-6%	-1%	nt	0%	-2%	0%	-2%	3%	-1%
CCN(C[C@H]1N[C@@](CC)(C(=O)OC)[C@H]2C(=O)N(C)C(=O)[C@@H]12)C(=O)C1CCCCC1	-0.6%	7	12%	1%	-4%	1%	2%	3%	9%	0%	nt
COC(=O)CN(C#N)c1nc(NCc2ccccc2)nc(OC)n1	4.3%	12	20%	-10%	-3%	0%	-4%	-21%	-24%	-1%	-4%
CC(C)c1ccc(NC(=S)Nc2ccc(OC(F)(F)F)cc2)cc1	0.0%	3	-8%	-3%	4%	-3%	?	4%	7%	0%	5%
O=C(C1CCCN(Cc2ccccc2)C1)N1CCCCC1 (configuration not stated)	0.0%	6	4%	-2%	0%	-6%	16%	-1%	3%	1%	0%
COc1cccc(OC)c1NC(=O)NC(=O)c1c(OC)c(Br)cc([N+](=O)[O-])c1OC	0.5%	2	0%	-1%	11%	2%	-20%	0%	?	-1%	4%
CCOC(=O)Cc1csc(SCC(=O)Nc2ccc(C)cc2F)n1	-0.4%	-32	7%	-3%	-4%	-3%	3%	2%	-11%	2%	11%
CC(OC(=O)CSc1ccccc1)C(=O)NC1CCCCC1C (configuration not stated)	0.1%	-1	13%	-1%	-15%	3%	?	0%	11%	-2%	15%
CCN1C(=O)c2ccccc2S(=O)c2ccc(C(=O)NCc3ccc(OC)cc3)cc21 (configuration not stated)	0.2%	-4	-17%	-10%	7%	2%	0%	0%	-9%	-4%	7%
CC1(C)Cc2c(c(-c3ccco3)nc3n[nH]c(N)c23)CO1	0.0%	-9	?	-1%	1%	-1%	6%	-7%	-1%	1%	1%

Rows are unselected; 3% or so of the library scored in one or more.
